# APOBEC3G inh: APOBEC3G DNA deaminase inhibitors, primary screen, biochemical, fluorescence, single-stranded DNA substrate, uHTS; recombinant A3G, ssDNA deamination FAM/TAMRA fluorescence; DNA dC->dU-editing enzyme APOBEC-3G (Homo sapiens), Q9HC16; 330,000 tested, 0.28% active; inhibition, % at 20 µM; AID 493012, 2011;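 active means inhibition of at least 40% at 20 µM, with no more than 30% in the related APOBEC3A deaminase screen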;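 further: plate controls were DMSO wells with A3G for no effect and wells lacking A3G enzyme for full effect; some compounds called inactive have numbers as strong as hits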
# NR3A LBD binder: binders of NR3A ligand-binding domain, primary screen, biophysical, differential scanning fluorimetry, uHTS. 340,000 tested, 2.5% active. Glutamate receptor ionotropic, NMDA 3A (GRIN3A) ligand-binding domain. Tm shift relative to glycine control, % at 25 µM. NR3A LBD differential scanning fluorimetry, Tm shift; 0% = protein alone, 100% = glycine-bound protein;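 active means melting temperature shift of at least 10% of the positive control shift, at one fixed dose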
# MPTP inh: mitochondrial permeability transition pore inhibitors, primary screen, biochemical, isolated mouse mitochondria, absorbance; Ca2+ swelling absorbance, 30 min; inhibition, % at 10 µM; 360,000 tested, 1.4% active; AID 602449, 2012;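 active means inhibition of 50% or more, scaled per plate between neutral and stimulator controls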;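 further: 0% = DMSO wells given calcium and 100% = 1 mM EGTA wells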
# Gli-Sufu antag: Gli-Sufu pathway antagonists, primary screen, luciferase luminescence, Sufu-KO-LIGHT cells, uHTS | 340,000 tested, 0.74% active | Sufu-KO-LIGHT fibroblasts, Gli luciferase reporter luminescence | inhibition, % at 5 µM | AID 588413, 2011;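 active means inhibition above about 55%, limit read from the data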;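 further: 0% = DMSO-treated cells and 100% = wells with medium but no cells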
# CXCR6 inh: CXCR6 receptor inhibitors, primary screen, cell-based, beta-arrestin, luminescence, CHO-K1 PathHunter, 1536-well; C-X-C chemokine receptor type 6 (Homo sapiens), O00574; inhibition, % at 20 µM; AID 602244, 2012; 360,000 tested, 0.36% active; in the data active means inhibition above about 34%, passing the limit was not always enough;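 further: antagonist mode with CXCL16 agonist at 10 nM final; 0% = 10 nM CXCL16 with DMSO and 100% = unstimulated wells without agonist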
# Target sequence (O00574 whole entry, looked up): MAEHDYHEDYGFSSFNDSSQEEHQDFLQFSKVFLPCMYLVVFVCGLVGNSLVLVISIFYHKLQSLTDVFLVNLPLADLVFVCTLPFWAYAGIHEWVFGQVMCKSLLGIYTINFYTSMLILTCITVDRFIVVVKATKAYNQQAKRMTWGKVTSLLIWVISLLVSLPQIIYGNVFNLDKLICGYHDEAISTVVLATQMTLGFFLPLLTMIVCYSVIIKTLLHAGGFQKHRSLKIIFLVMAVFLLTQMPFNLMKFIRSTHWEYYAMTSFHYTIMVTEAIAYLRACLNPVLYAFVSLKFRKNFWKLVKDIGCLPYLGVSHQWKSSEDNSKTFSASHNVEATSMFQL
# CCR6 antagonist: CCR6 receptor antagonists, primary screen, cell-based, CHO-K1, luminescence, beta-arrestin, uHTS. C-C chemokine receptor type 6 (Homo sapiens), P51684. CHO-K1 CCR6 PathHunter beta-arrestin, CCL20-stimulated. inhibition, % at 20 µM. 340,000 tested, 0.49% active;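 active means compounds whose inhibition of the agonist-driven luminescence signal at 20 µM reaches about 50%, limit read from the data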;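 further: cells stimulated with CCL20 at 14 nM final; plate controls were DMSO with CCL20 for no effect and DMSO without agonist for full effect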
# Target sequence (P51684 whole entry, looked up): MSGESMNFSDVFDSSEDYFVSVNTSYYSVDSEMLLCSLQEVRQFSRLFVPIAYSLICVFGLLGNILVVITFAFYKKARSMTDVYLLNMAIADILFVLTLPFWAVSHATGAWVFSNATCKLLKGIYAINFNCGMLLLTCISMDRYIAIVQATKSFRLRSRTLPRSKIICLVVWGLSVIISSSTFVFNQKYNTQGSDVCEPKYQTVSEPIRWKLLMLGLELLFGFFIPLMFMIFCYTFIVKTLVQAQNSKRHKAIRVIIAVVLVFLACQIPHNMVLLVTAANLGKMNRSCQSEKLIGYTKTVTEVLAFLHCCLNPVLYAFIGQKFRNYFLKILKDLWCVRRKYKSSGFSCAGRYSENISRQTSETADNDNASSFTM
# EBI2 block: EBI2 receptor antagonists, beta-arrestin recruitment, primary screen, cell-based, luminescence, 7a,25-OHC stimulation, uHTS. 7a,25-OHC stimulated. G-protein coupled receptor 183 (Homo sapiens), P32249. inhibition, % at 5 µM. 360,000 tested, 0.81% active; in the data active means inhibition above about 38%;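 further: enzyme fragment complementation signal reports receptor beta-arrestin coupling in cells; 0% = agonist plus DMSO wells and 100% = wells without agonist; some results beyond the cut were filed as inactive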
# Target sequence (P32249 whole entry, looked up, the tested form may be a part): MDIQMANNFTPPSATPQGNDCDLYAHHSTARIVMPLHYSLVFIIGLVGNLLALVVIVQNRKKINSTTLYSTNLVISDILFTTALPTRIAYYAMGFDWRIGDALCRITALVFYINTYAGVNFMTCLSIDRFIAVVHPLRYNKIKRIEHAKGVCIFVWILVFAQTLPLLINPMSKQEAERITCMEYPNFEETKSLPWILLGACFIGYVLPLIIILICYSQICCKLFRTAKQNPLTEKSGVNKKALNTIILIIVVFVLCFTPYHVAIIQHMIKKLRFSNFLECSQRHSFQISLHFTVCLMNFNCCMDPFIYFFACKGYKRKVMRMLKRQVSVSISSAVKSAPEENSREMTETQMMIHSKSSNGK
# APOBEC3A inh: APOBEC3A ssDNA deaminase inhibitors, primary screen, selectivity assay for APOBEC3G inhibitor project, biochemical, FAM/TAMRA oligo cleavage fluorescence; recombinant A3A, FAM/TAMRA ssDNA deamination fluorescence; inhibition, % at 20 µM; 330,000 tested, 0.41% active;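 active means at least 40% inhibition at 20 µM here, with at most 30% in a related deaminase screen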;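 further: plate controls were A3A with DMSO for no effect and wells lacking A3A enzyme for full effect; some results filed as inactive read as strong as hits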
# * hit, by the source's call; · = no result given.
# Values run as follows: APOBEC3G inh, NR3A LBD binder, MPTP inh, Gli-Sufu antag, CXCR6 inh, CCR6 antagonist, EBI2 block, APOBEC3A inh
O=C(NCc1ccc(F)cc1)C1CCCN(C(=O)Nc2ccccc2)C1 (centres undefined)
  -6, 0, 3.5, 10, -2, -6, 50*, 1
O=C1OC(CCl)CN1Cc1ccc([N+](=O)[O-])cc1 (centres undefined)
  -10, -2, 0.0, 1, -4, -15, -12, -4
O=C1NC2CCc3nc4ccccc4c(=O)n3C2=Nc2ccccc21 (centres undefined)
  -11, -1, -0.7, 2, -5, -2, -2, -3
Cc1ccc(-c2nnc3n2N=C(c2ccc(Br)cc2)CS3)cc1
  -11, -3, -0.4, -7, -6, 14, 9, -4
O=c1[nH]cnc2c1ncn2Cc1ccc([N+](=O)[O-])cc1
  2, 2, -0.1, -6, 6, -4, -6, 1
Cc1cc2c(NC(=O)CCCC(=O)O)cccc2nn1
  -1, -2, -0.6, 11, 0, -1, 11, 0
CNC(=O)c1[nH]cnc1C(=O)Nc1ccccc1OC
  -7, -1, -1.2, -3, 3, 7, -1, -2
COc1ccc(NC(=O)N(C)C[C@H]2Oc3ccc(NC(=O)C4CC4)cc3CC(=O)N([C@@H](C)CO)C[C@@H]2C)cc1
  1, -1, -1.4, -3, 0, 3, -2, 2
Cc1cc(C)n(CC(=O)NC2CCCN(Cc3ccc(Cl)cc3)C2)n1 (centres undefined)
  4, 0, -0.2, -5, 5, 17, 0, 5
O=C(CSc1cccc(C(F)(F)F)c1)Nc1ccc(N2CCOCC2)cc1
  -1, 1, -0.4, -5, -5, 8, -5, 0
Cc1ccccc1/C=N/Nc1ccc(Cl)nn1
  7, 2, 0.6, -20, 2, 5, -6, 0
O=C(Nc1ccc2c(c1)C(=O)N(CC1CCCO1)C2=O)c1cccc(Br)c1 (centres undefined)
  0, -6, 19, -18, -4, 6, 10, 4
CC(Sc1ccccn1)C(=O)Nc1ccc(S(N)(=O)=O)cc1 (centres undefined)
  -5, 0, -0.2, 2, 4, 7, -6, 1
Cc1ccc(-c2csc(NC(=O)CSc3nc4ccccc4c(=O)n3CCCN(C)C)n2)cc1
  -9, -13, 2.3, 25, -4, 11, 4, 4
O=C(O)C1CC(=O)N(c2ccc(OCc3c(F)cccc3Cl)cc2)C1 (centres undefined)
  1, -1, -0.4, 7, -9, 3, -1, 4
CC1=NN(c2ccc(C)c(C)c2)C(=O)/C1=C\C=C\c1ccc([N+](=O)[O-])o1
  41, -1, 4.2, 1, 3, 17, -1, 66
Cc1nn(C)cc1C1Nc2ccccc2C(=O)N1O (centres undefined)
  -4, -1, -0.8, 7, -1, -8, -8, -1
COc1cc(C(=O)N/N=C/c2cc([N+](=O)[O-])cs2)cc(OC)c1OC
  -1, -1, -0.3, 21, 6, -9, -12, -2
CC(C)S(=O)(=O)c1csc(NC(=O)Nc2cccc([N+](=O)[O-])c2)c1Cl
  -5, 29*, 84*, -7, 15, 12, 3, -2
CCOc1ccc(N=C2NC(=O)S/C2=C\c2ccc(Cl)cc2)cc1
  1, -2, 16, 5, 10, 10, 0, 24
COC(=O)c1c(-c2c(Cl)cccc2Cl)noc1C(=O)NN
  -8, 1, 4.4, 4, -19, -9, 8, -3
Clc1ccc(OCCSc2ncccn2)c2ccccc12
  -4, -8, 0.0, -7, -1, 14, -4, -1
Cc1ccc(C)c(NC(=O)CN(C)C(=O)C2CCCC2)c1
  -2, -1, 0.9, -14, -7, 4, -4, -3
CC1(C)CCC(=O)N2CC[C@H]3c4cc5ccccc5nc4C[C@@H]1[C@H]32
  ·, -6, 0.2, 4, -4, 1, -10, ·
COc1cc2c(=O)n(CC3CCCO3)c(=O)n(CC(=O)Nc3cccc(Cl)c3)c2cc1OC (centres undefined)
  -6, -14, -1.2, 1, 4, 0, -1, -2
Cc1ccc2c(c1)C(c1ccccc1)N(C(=O)c1cccc([N+](=O)[O-])c1)CC(=O)N2 (centres undefined)
  -9, 2, 0.2, 15, -9, 11, -10, 0
CN(Cc1ccc(F)cc1)Cc1nc(-c2cnccn2)no1
  4, 1, -0.1, 0, 0, 14, -12, 8
COc1ccc(/C=C/C(=O)N2CCCc3ccccc32)cc1
  -5, -1, 0.6, -13, 4, -9, 14, -1
CCOc1ccccc1-n1c(SCC(=O)N2CCCc3ccccc32)nnc1-c1cccnc1
  -11, -1, -2.7, 10, -4, 18, 1, 2
CN1CCC(OC(=O)c2ccccc2)CC1
  -3, 3, -1.1, 3, -6, 10, 5, 3
CC(NCc1ccccc1Cl)C(=O)Nc1ccc(S(=O)(=O)N2CCCC2)cc1 (centres undefined)
  -5, -1, 0.6, 0, 2, 17, 16, -1
COc1ccc(/C=C2\Oc3cc(OC(=O)N4CCOCC4)ccc3C2=O)c(OC)c1
  -15, 0, 8.2, 5, 0, 11, 0, -6
CCn1c(CNC(=O)c2ccc(OC)cc2)nnc1SC
  -8, 0, 0.5, 0, -6, 0, -3, -3
Cc1ccc(S(=O)(=O)N2CCCCC2c2cccnc2)c(C)c1C (centres undefined)
  -6, -1, 2.1, 12, 4, 6, 6, -2
CC1(C)S[C@@H]2[C@H](NC(=O)[C@H](N)c3ccccc3)C(=O)N2[C@H]1C(=O)OC1OC(=O)c2ccccc21 (some centres undefined)
  -3, 1, -0.1, -1, 8, 12, 5, -1
C/C(=N\NC(=O)c1cccc(F)c1)c1cccc(NC(=O)c2ccc(F)cc2)c1
  -3, -5, -1.2, -19, -20, 12, 13, 0
Cc1ccc(NC(=O)CSc2nnc(NC(=O)c3ccc(S(=O)(=O)N4CCOCC4)cc3)s2)cc1
  -11, 28*, 1.6, 4, -5, 13, -3, -5
O=C(CSc1nnnn1CCCO)Nc1ccc2c(c1)OCO2
  -7, -1, -4.0, -20, -5, 1, -19, 2
CC(C)C(c1nnnn1Cc1ccccc1)N1CCC(C(N)=O)CC1 (centres undefined)
  -1, 10, -4.6, -1, 2, -11, 5, 1
Cc1cccc(C(=O)N2CCN=C2SCc2ccc([N+](=O)[O-])cc2)c1
  -12, 2, -1.3, -1, 6, 12, 21, 3
N#Cc1cc(C(=O)c2cc(F)ccc2O)cn(-c2nccs2)c1=O
  -2, -5, 52*, -2, -10, -1, 1, -2
NC(=O)c1sc2nc3c(c(-c4ccc(Cl)cc4)c2c1N)CCCC3
  0, -3, 6.1, -26, 4, 14, 25, -2
Cn1c(N2CCCC2)nc2c1c(=O)n(Cc1ccc(Cl)cc1)c(=O)n2C
  -2, -1, 3.0, 1, 8, 16, -1, -2
Cc1ccc(S(=O)(=O)N(C)C)cc1NC(=O)CCNC(=O)c1ccco1
  3, -4, -1.5, -17, -9, -6, -1, 5
COC(=O)CC1COc2ccccc2N1C(=O)c1ccc(Br)cc1 (centres undefined)
  -5, 0, 0.9, 10, 0, 16, 11, -1
CCOC(=O)N1CCN(Cc2nc3ccc([N+](=O)[O-])cc3c(=O)n2-c2ccccc2F)CC1
  -1, 3, -1.4, 5, -5, 2, -14, 0
O=C(c1nc2ccccc2s1)N1CCN(c2ccccn2)CC1
  -8, -2, -0.9, -16, -4, 7, 17, 2
C[C@H](NC(=O)c1nc[nH]c1C(=O)N[C@@H](CCCCN)C(=O)OC(C)(C)C)C(=O)OCc1ccccc1
  -8, 1, 1.0, -10, -2, 0, -5, -4
COc1ccc(NC(=O)CSCCc2ccccn2)cc1OC
  -4, -1, 2.5, 12, 4, 10, 1, -2
CC(C)(C)c1ccc(-c2nc3n(c(=O)c2C#N)CCS3)cc1
  -3, -3, 1.4, -2, -5, 6, 7, 1
CCCc1cc(C(=O)Nc2cccc([N+](=O)[O-])c2)cs1
  -3, -11, 42, -16, -9, 25, 5, -1
COc1ccc(OC)c(NC(=O)CSc2nc(=O)n(Cc3ccccn3)c3c2CCC3)c1
  -9, 2, 2.1, 2, -12, 3, 5, -3
Cc1ccccc1C(=O)Nc1nnc(-c2ccc(F)cc2)o1
  -3, -4, -0.5, -4, 3, 16, -7, 2
Cc1cc(-c2nnc(CCC(=O)NCc3ccc(OC(F)(F)F)cc3)o2)no1
  5, 1, 1.1, -55, 1, 6, -1, 5
COc1ccc(C)cc1C(=O)C1CC(C(=O)O)C(C)(C)C1C (centres undefined)
  -5, 0, -4.7, -22, -6, -8, -1, -11
Cc1ccc(OCc2nc(-c3ccccc3)no2)c(C)c1
  -3, -3, -6.4, -1, -5, 26, 7, 3
O=C(c1ccc2ccccc2n1)N1CCN(S(=O)(=O)c2ccccc2)CC1
  -6, 0, -2.3, -3, 0, 0, 9, -4
Cc1cc(C(=O)N/N=C/c2ccc(O)c([N+](=O)[O-])c2)c(C)n1-c1ccc(F)cc1
  7, -16, 0.4, 1, 11, 33, -22, 2
O=C(CN(c1ccc(F)cc1)S(=O)(=O)c1ccc2c(c1)OCCO2)Nc1ccc2c(c1)OCO2
  4, -9, -0.3, 3, -6, 2, 8, 2
O=C(O)C(Cc1c[nH]c2ccccc12)N1C(=O)c2ccccc2C1=O (centres undefined)
  -3, 1, 0.8, 5, -2, 1, -9, -1

# (more compounds)
# Values run as follows: APOBEC3G inh, NR3A LBD binder, MPTP inh, Gli-Sufu antag, CXCR6 inh, CCR6 antagonist, EBI2 block, APOBEC3A inh
O=C(NCCCN1CCCC(O)C1)c1cc(COc2ccc(F)cc2F)on1 (centres undefined)
  -6, 0, -0.7, 2, -3, -2, -4, -5
COc1cccc(C(=O)OCC(=O)Nc2ccc3c(c2)OCCO3)c1
  -5, 3, -0.2, 0, 11, 13, 3, -5
O=c1cc(C=NNc2ccc([N+](=O)[O-])cc2)[nH]c(=O)[nH]1
  ·, -3, -0.4, -4, -9, -3, -11, ·
Cc1cc(S(=O)(=O)NCC(=O)O)ccc1F
  -5, 1, 0.1, -6, -5, -6, -1, -2
COc1ccccc1N(C)S(=O)(=O)c1ccc(C(=O)NCc2ccccc2CN2CCCC2)cc1
  ·, 4, 0.6, 52, 6, 13, 10, ·
O=C(CSc1nnc(-c2ccncc2)n1CCc1ccccc1)NCc1ccccc1
  -3, -2, 0.3, 2, 1, 6, -2, -4
Cc1ccc(C(=O)O/N=C(\N)Cc2ccc([N+](=O)[O-])cc2)c(Cl)c1
  -7, -3, 2.8, -3, -18, -18, 12, -2
COc1ccccc1NC(NC(=O)c1ccccn1)C(Cl)(Cl)Cl (centres undefined)
  -4, 0, 0.4, -4, -7, 5, -4, 7
O=C(Cc1ccccc1)NN1C(=O)C2C3C=CC([C@@H]2C1=O)C31CC1 (some centres undefined)
  -2, -11, -1.5, -30, 4, 0, -5, -2
CCN(c1ccccc1)S(=O)(=O)c1ccc(OC)c(NC(=O)c2cc(F)c(F)c(F)c2F)c1
  12, 2, 1.4, -2, 6, 13, -6, 4
CCN(CC(=O)Nc1c(F)cccc1F)C(=O)c1ccc(Cl)c(S(=O)(=O)N2CCCC2)c1
  3, 3, 1.5, 5, -5, 13, -8, 3
Cc1cc(C)c(C#N)c(SCC(=O)Nc2nonc2N)n1
  2, 2, 0.7, -39, 2, 6, -1, 1
O=C(NCCN1CCCCC1)c1cc(COc2c(F)cccc2F)on1
  -3, -1, 0.9, -3, 2, 16, 2, -2
CCOC(=O)Cn1c(=N)n(Cc2ccccc2F)c2ccccc21
  -5, 0, -0.6, -3, 7, -6, -3, -4
CSc1ccccc1NC(=O)Nc1cccc2ccccc12
  -5, 2, 0.8, 2, -1, 10, -3, -1
O=c1c2ccccc2ncn1-c1ccc(Br)cc1[N+](=O)[O-]
  -1, 2, -1.5, -2, 2, -10, 6, -2

# Assay outcomes (PubChem)
